BaF3 parental: reduces parental Ba/F3 cell viability, JAK2V617F counter-screen. inhibition, % at 5.6 µM. AID 1486. CellTiter-Glo ATP luminescence. actives 1.1% (n = 220,000);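 active means inhibition above a per-campaign cutoff, the mean inhibition of all tested compounds plus 3 SD, cut at about 27% in these data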;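 further: 0% = DMSO wells and 100% = JAK Inhibitor I control wells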
m-calpain inh: blocks pig calpain II enzyme activity; purified calpain II, fluorogenic peptide substrate, 30 min; inhibition, % at 16 µM; actives 0.37% (n = 220,000);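 active means inhibition above about 50%, limit read from the data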
TRPN1 ag: activates the zebrafish TRPN1 channel | HEK293 zebrafish TRPN1-YFP, Fluo-8 calcium fluorescence; 100% = response to 87 µM carbachol | activation, % at 3 µM | actives 0.18% (n = 220,000);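 active means activation above its plate's cutoff, the mean activation of test wells on that plate plus 3 SD, cut at about 19% in these data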;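 further: 0% = DMSO alone and 100% = 87 µM carbachol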
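Control set: carbachol 87 µM as high control, DMSO as low control; system: HEK293 stable line with zebrafish TRPN1-YFP; read-out: % activation versus carbachol response; detection: intracellular calcium fluorescence with Fluo-8; doses: single test compound dose, 3 µM nominal, 0.3% DMSO; schedule: dye 1 h 37 °C plus 30 min RT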
S1P4 antagonist: antagonists of human S1P4 receptor; S1P4-expressing cells, antagonist mode, reporter read-out; inhibition, % at 4.98 µM; actives 0.26% (n = 220,000); in the data active means inhibition above about 29%;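 further: 0% = wells stimulated with agonist and 100% = vehicle wells without agonist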
Target sequence (O95977 whole entry, looked up): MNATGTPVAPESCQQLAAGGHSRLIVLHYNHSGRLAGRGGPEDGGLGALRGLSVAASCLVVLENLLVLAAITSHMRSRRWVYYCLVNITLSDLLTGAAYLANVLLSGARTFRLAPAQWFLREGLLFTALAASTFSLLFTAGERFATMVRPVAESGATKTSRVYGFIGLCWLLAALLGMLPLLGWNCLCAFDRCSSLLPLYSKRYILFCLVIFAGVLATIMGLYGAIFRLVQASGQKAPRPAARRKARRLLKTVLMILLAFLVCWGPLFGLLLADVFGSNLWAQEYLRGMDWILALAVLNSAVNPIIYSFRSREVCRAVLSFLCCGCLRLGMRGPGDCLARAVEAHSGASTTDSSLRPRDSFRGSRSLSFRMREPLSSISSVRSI
EP2 modulator: EP2 receptor (human) modulation; induction, % at 25 µM; actives 0.83% (n = 260,000); EP2-expressing cells, cAMP HTRF FRET, PGE2 co-stimulation; P43116;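 active means compounds whose cAMP rise, as percent of the full-agonist control response, exceeds 60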;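 further: rat C6 glioma line stably carrying human EP2 under a CMV promoter; the protocol text gives 20 µM as final concentration; 100% = response of wells given 1 µM PGE2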
Target sequence (P43116 whole entry, looked up): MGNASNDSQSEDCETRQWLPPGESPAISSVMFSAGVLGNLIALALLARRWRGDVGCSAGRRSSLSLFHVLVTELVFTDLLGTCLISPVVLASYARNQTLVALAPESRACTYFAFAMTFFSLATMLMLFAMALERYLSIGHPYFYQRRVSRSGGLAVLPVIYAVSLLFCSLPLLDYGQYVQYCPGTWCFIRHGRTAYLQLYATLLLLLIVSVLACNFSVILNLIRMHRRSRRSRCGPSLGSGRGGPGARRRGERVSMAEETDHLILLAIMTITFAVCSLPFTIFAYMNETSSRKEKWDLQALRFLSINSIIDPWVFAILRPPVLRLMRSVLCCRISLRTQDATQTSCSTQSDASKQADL
TRPML3 ag: agonists of human TRPML3 channel | HEK293 TRPML3-YFP, Fluo-8 calcium fluorescence; 100% = the carbachol control signal | Q8TDD5 | activation, % at 3 µM | actives 0.29% (n = 220,000);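 active means activation above its plate's cutoff, the mean activation of the plate's test wells plus 3 SD, cut at about 12% in these data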;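 further: 0% = DMSO only wells and 100% = carbachol wells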
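Material: TRPML3-YFP stable HEK293 cells | Dosing: One concentration, 3 µM nominal, 0.3% DMSO | Timing: 125 s total fluorescence read per well | Technique: Fluo-8 calcium dye fluorescence, ex 470-495, em 515-575 nm | Measure: Percent activation from peak-to-basal fluorescence ratio, scaled between DMSO and carbachol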
PERK inhibitor: blocks human PERK kinase. Q9NZJ5. CHO PERK-DD fusion, SEAP luminescence translation reporter. inhibition, % at 5.6 µM. actives 0.17% (n = 220,000). AID 1416;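 active means inhibition above the mean inhibition of all tested compounds plus 3 SD, set separately per screening campaign, cut at about 2.9% in these data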;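 further: PERK kinase domain activated by AP20187 dimerizer at 100 nM; 0% = DMSO with dimerizer and 100% = rapamycin at 8.4 µM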
S1P4 agonist: activates the human S1P4 receptor | AID 1509 | S1P4-expressing cell line, agonist reporter assay | activation, % at 4.98 µM | actives 0.35% (n = 220,000); in the data active means activation above about 11%;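 further: 0% = DMSO vehicle and 100% = reference agonist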
Ba/F3 V617F tox: lowers viability of Ba/F3 cells expressing EpoR and JAK2V617F. ATP luminescence. inhibition, % at 5.6 µM. actives 1.1% (n = 220,000);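 active means inhibition above the campaign mean plus 3 SD over all tested compounds, cut at about 24% in these data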;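 further: cytokine-independent growth of Ba/F3 cells driven by EpoR plus mutant JAK2; 0% = DMSO-treated cells and 100% = JAK inhibitor I control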
* = called active by the depositor; · = not tested or not shown; & = joins results of further samples.

SMILES	BaF3 parental	m-calpain inh	TRPN1 ag	S1P4 antagonist	EP2 modulator	TRPML3 ag	PERK inhibitor	S1P4 agonist	Ba/F3 V617F tox
CCc1ccc(NC2=NC(C(=O)NC3CCCCC3)CC(=O)N2)cc1 (configuration not stated)	4	-9	-1.0	0	16	0.8	-0.6	0.6	4
Cc1cc2cc(CCNC(=O)C(C)C)c(=O)[nH]c2cc1C	2	·	-0.8	-10	·	1.0	0.2	0.2	-5
CCCOC(=O)c1ccc(-c2c(C)noc2-c2ccc(OC)cc2O)o1	4	-13	-1.9	-11	5	-0.3	1.1	0.2	-3
CCOC(=O)N1CCN(C(=O)C(NS(=O)(=O)c2cccc3nsnc23)c2ccccc2)CC1 (configuration not stated)	6	-10	-0.4	-11	-12	1.3	-0.1	0.6	-1
COc1ccccc1NC(=O)c1ccc(-n2cncn2)nc1	0	-5	1.3	-18	22	0.8	0.3	-1.9	-2
C=CCC(Nc1ccco1)c1ccccc1 (configuration not stated)	1	-17	0.1	-10	11	1.0	0.3	-0.6	-1
Cc1cccc2cc(C3CC(c4cccs4)=NN3S(C)(=O)=O)c(Cl)nc12 (configuration not stated)	3	-38	-2.1	10	10	0.1	-0.2	1.9	3
Cc1cc(C)c(S(=O)(=O)N2CCOC2CNC(=O)C(=O)NCCCn2ccnc2)c(C)c1 (configuration not stated)	-3	-11	1.2	-6	21	1.5	0.6	-0.2	-4
CCn1nnnc1SCC(=O)c1ccc(C)cc1C	3	4	-1.1	-3	-36	-0.9	0.1	-0.5	-5
CCOC(=O)CSc1nc2sccc2c(=O)[nH]1	3	-11	0.1	-10	25	0.5	-0.4	1.5	-2
Cc1ccc(C(=O)CC(Nc2ccc(F)cc2)c2ccccc2)cc1 (configuration not stated)	6	10	0.6	-12	37	0.5	0.3	1.6	2
CCOP1(=O)C=C(C(C)(C)C)OC1c1ccc(F)cc1 (configuration not stated)	1	3	1.1	1	23	0.6	-0.3	-0.3	2
CCS(=O)(=O)Nc1cccc(-c2cc(-c3ccccc3)c3cc(C)ccc3n2)c1	9	-8	0.1	-2	33	0.6	-1.1	0.3	4
N#Cc1ccc(-c2ccccc2)nc1Sc1ccc(F)cc1	2	-10	-0.1	-1	15	0.5	1.6	-1.1	-2
Cc1ccc(C)c(NC(=O)c2ccccn2)c1	-3	-37	0.5	-12	2	0.3	0.3	1.2	1
CCCCN(CCCC)C(=S)NC(=O)c1ccccc1Cl	8	10	-1.7	-10	16	-0.4	0.1	-3.1	1
CC1CCN(S(=O)(=O)c2cccc(C(=O)O)c2)CC1	5	8	2.2	0	6	1.5	-0.2	-2.2	3
COc1ccc(OCC(O)CN2CCN(c3ccccc3)CC2)cc1 (configuration not stated)	1	15	1.4	10	-8	0.3	-0.4	0.2	2
O=C(Nc1ccc(Cl)cc1)N1CCc2ccccc2C1	1	35	-0.2	6	-22	-0.6	-0.1	1.0	3
COc1ccccc1N(O)C1CC(=O)N(c2ccc(F)cc2)C1=O (configuration not stated)	0	-8	1.6	-14	-3	0.8	0.4	0.6	-5
COc1cc(C(=O)N[C@H](C(=O)Nc2nnc(C3CC3)s2)C(C)C)cc(OC)c1OC	-3	30	-0.8	-4	-2	0.5	-0.2	0.6	2
CCc1nnc(NC(=O)CCC(=O)NC2CCCCC2)s1	1	-9	1.5	-2	6	-0.1	-0.2	2.5	1
NNC(=O)CN1CCCc2ccccc21	5	40	-0.5	-3	-27	0.8	0.3	0.2	2
O=C(NCc1ccccn1)c1cccs1	4	-19	1.8	0	4	0.0	0.4	0.6	3
CCOC(=O)c1[nH]c(C=O)c(C(=O)OCC)c1C	3	-27	0.4	-21	51	-0.8	1.2	4.0	4
Cc1cc2ncc(-c3ncc(C(F)(F)F)cc3Cl)cn2n1	1	7	0.8	-22	20	0.7	0.4	-1.9	-3
COc1ccc(C(=O)NCc2ccc(S(N)(=O)=O)cc2)cc1[N+](=O)[O-]	2	12	1.2	-23	31	0.7	0.6	-1.1	2
c1ccc(C[n+]2csc3ccccc32)cc1	6	9	-1.0	11	32	0.4	0.1	0.8	1
CCOC(=O)CN(C(=O)CNC(=O)c1cccs1)C(C(=O)NC1CCCC1)c1cccnc1 (configuration not stated)	5	-10	-1.0	5	16	0.9	1.4	-2.4	0
Cc1nnc(SCc2c(Cl)cccc2Cl)n(N)c1=O	-1	0	-2.1	-5	0	-0.5	1.3	-1.8	-2
c1ccc(OCCCCn2cnc3ccccc32)cc1	3	-17	2.7	-28	3	1.6	-1.4	-0.9	0
c1ccc(-c2cnn3c(-c4ccccc4)c(-c4ccccc4)nc3n2)cc1	1	-85	1.1	-1	49	2.6	0.8	0.9	-2
Cc1ccc(/C(O)=C2/C(=O)C(=O)N(CCN3CCOCC3)C2c2ccccn2)cc1 (configuration not stated)	6	-13	1.3	2	33	1.6	1.5	1.6	2
Cc1cc(NS(=O)(=O)c2ccc(NC(=S)NC(=O)c3ccc(C(C)(C)C)cc3)cc2)no1	1	63*	-0.5	-21	11	-0.4	1.8	-2.0	-6
O=C(Nc1cc(S(=O)(=O)N2CCCCC2)ccc1Cl)c1ccccc1NS(=O)(=O)c1ccc(F)cc1	15	22	19*	-8	-13	13*	-1.9	0.1	28*
COC(=O)Nc1nc2ccc(Sc3ccccc3)cc2[nH]1	76*	9	-0.9	-6	16&0	0.3	1.1	-0.7	84*

Single entries from above:
Under m-calpain inh, `CCOC(=O)c1[nH]c(C=O)c(C(=O)OCC)c1C` has -27
Under m-calpain inh, `Cc1nnc(SCc2c(Cl)cccc2Cl)n(N)c1=O` has 0
Under EP2 modulator, `Cc1ccc(/C(O)=C2/C(=O)C(=O)N(CCN3CCOCC3)C2c2ccccn2)cc1` (configuration not stated) has 33
Under EP2 modulator, `COc1ccc(C(=O)NCc2ccc(S(N)(=O)=O)cc2)cc1[N+](=O)[O-]` has 31
Under S1P4 antagonist, `c1ccc(-c2cnn3c(-c4ccccc4)c(-c4ccccc4)nc3n2)cc1` has -1

The listing picks up, starting 2 compounds before the break.
SMILES	BaF3 parental	m-calpain inh	TRPN1 ag	S1P4 antagonist	EP2 modulator	TRPML3 ag	PERK inhibitor	S1P4 agonist	Ba/F3 V617F tox
O=C(Nc1cc(S(=O)(=O)N2CCCCC2)ccc1Cl)c1ccccc1NS(=O)(=O)c1ccc(F)cc1	15	22	19*	-8	-13	13*	-1.9	0.1	28*
COC(=O)Nc1nc2ccc(Sc3ccccc3)cc2[nH]1	76*	9	-0.9	-6	16&0	0.3	1.1	-0.7	84*
O=C(Nc1cnn(C23CC4CC(CC(C4)C2)C3)c1)c1cnn2c(C(F)(F)F)cc(-c3ccco3)nc12	3	-77	0.7	-32	-7	0.5	-1.7	-1.1	1
CCCCNC(=O)C1CCCN(S(=O)(=O)c2ccc(S(=O)(=O)NCC(C)C)cc2)C1 (configuration not stated)	5	-25	-0.4	-5	-6	0.1	-0.7	-0.3	2
CC(=O)Nc1nc(-c2ccc(Cl)cc2)nc(C)c1C(C)=O	5	-13	1.4	22	-2	-0.3	0.9	0.3	-2
CNC(=S)Nc1ccc(Br)cc1	7	-5	-0.9	-12	6	0.3	0.1	0.4	0
COC(=O)c1ccccc1NC(=O)N1CCN(c2ccc(F)cc2)CC1	2	51*	-1.1	-6	-11	-0.2	-0.5	0.0	-1
O=C(Nc1ccc(OC(F)F)c(Cl)c1)Nc1ccc2c(c1)OCO2	6	21	4.2	-18	-10	2.7	-1.3	0.7	16
COc1ccc(-c2ccc(CO)o2)cc1N	9	-64	-0.7	-8	-15	-0.1	1.1	-0.5	-2
COc1ccccc1NC(=O)c1cc([N+](=O)[O-])ccc1NCCN1C(=O)CCC1=O	7	26	0.4	6	-17	0.5	-0.2	1.6	3

A section of the results above, as a working copy:
SMILES	BaF3 parental	m-calpain inh	TRPN1 ag	S1P4 antagonist	EP2 modulator	TRPML3 ag	PERK inhibitor	S1P4 agonist	Ba/F3 V617F tox
COC(=O)Nc1nc2ccc(Sc3ccccc3)cc2[nH]1	76*	9	-0.9	-6	16&0	0.3	1.1	-0.7	84*
O=C(Nc1cnn(C23CC4CC(CC(C4)C2)C3)c1)c1cnn2c(C(F)(F)F)cc(-c3ccco3)nc12	3	-77	0.7	-32	-7	0.5	-1.7	-1.1	1
CCCCNC(=O)C1CCCN(S(=O)(=O)c2ccc(S(=O)(=O)NCC(C)C)cc2)C1 (configuration not stated)	5	-25	-0.4	-5	-6	0.1	-0.7	-0.3	2
CC(=O)Nc1nc(-c2ccc(Cl)cc2)nc(C)c1C(C)=O	5	-13	1.4	22	-2	-0.3	0.9	0.3	-2
CNC(=S)Nc1ccc(Br)cc1	7	-5	-0.9	-12	6	0.3	0.1	0.4	0
COC(=O)c1ccccc1NC(=O)N1CCN(c2ccc(F)cc2)CC1	2	51*	-1.1	-6	-11	-0.2	-0.5	0.0	-1

High-throughput results (PubChem)
